# SF-1 act: activators of human SF-1, primary screen, cell-based, CHO-K1, Gal4-SF-1 LBD, luciferase luminescence. Steroidogenic factor 1 (Homo sapiens), Q13285. CHO-K1 Gal4-SF-1 LBD luciferase reporter; % increase over DMSO SF-1-specific signal. activation, % at 10 µM. hit rate 1.9% among 65,000. AID 522, 2006;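 active means activation above the mean activation of all tested compounds plus 3 SD, cut at about 50% in these data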
#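 material = CHO-K1 cells with Gal4–hSF-1 LBD chimera plus Gal4-driven luciferase | compound = 10 µM single point, 1% DMSO | incubation = 20 h compound exposure at 37 °C after 1 h cell settling | measured by = SteadyLite luciferase luminescence | evaluation = percent activation relative to DMSO median and mock-transfected background | control set = DMSO negative control and −SF1 background wells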
# M1 antag: antagonists of rat M1 muscarinic receptor; Muscarinic acetylcholine receptor M1 (Rattus norvegicus), P08482; CHO-M1 cells, Fluo-4 calcium, ACh EC80 antagonist mode; hits give low values; B-score at 10 µM; hit rate 3.4% among 64,000; AID 628, 2007;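 active means calcium fluorescence response, raw or row-and-column corrected B-score, differing from the plate sample mean either way at a set confidence level, mostly lower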
# Ecoli tolC: growth inhibitors of E. coli tolC mutant, primary screen, strain BW25113 ΔtolC::kan, 384-well. growth inhibition, % at 10 µM (by protocol). hit rate 2.2% among 65,000. OD615;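 active means growth inhibition at or above a cutoff equal to the mean over every tested compound plus 3 SD, cut at about 60% in these data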;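 further: growth measured after 20 h incubation at 37 °C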
#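 System: E. coli ΔtolC::kan strain BW25113; Buffer or medium: LB broth supplemented with 50 µg/mL kanamycin; Compound: 10 µM final, single dose; Incubation: bacterial growth with compound for 20 h at 37 °C; Signal: A615 absorbance measurement; Evaluation: growth inhibition in percent.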
# Fluor 339 460: intrinsic fluorescence of library compounds, ex339/em460 – biochemical, MLSMR library, data from DPM-DC assay, artefact control, profiling panel; AID 709, 2007; hit rate 5.5% among 65,000; fluorescence fold increase at 10 µM; compound autofluorescence, ex339/em460 nm, NADH buffer; hits give high values; 1 = no-compound wells, NADH background;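 active means at 10 µM, mean starting fluorescence two-fold or more over control wells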;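 further: signal is the first read of a kinetic run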
# M1 agonist: M1 muscarinic receptor agonists, primary screen, CHO-M1 cells, Fluo-4 calcium, agonist mode | Muscarinic acetylcholine receptor M1 | Fluo-4 calcium fluorescence; hits give high values | hit rate 3% among 64,000 | B-score at 10 µM;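 active means fluorescence rise, raw or as B-score row- and column-corrected plate score, outside the 99.7% band of its plate's samples, either direction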
# NADH enzymes: inhibitors of PK/LDH coupling enzymes, profiling panel, artefact control, biochemical, MLSMR library | coupled PK/LDH NADH assays, four targets | IC50, µM (titrated, usually from 10 µM), for inactives: at the top dose inhibition | hit rate 0.02% among 65,000 | AID 774, 2007;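 active means single-dose screening hits from any of four coupled enzyme assays that gave an IC50 when retested across doses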;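 further: the DPM-DC format reads NADH fluorescence rather than 340 nm absorbance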
# RORA act: activators of orphan receptor RORA, primary screen, cell-based, luminescence | CHO-K1 Gal4-RORA LBD luciferase reporter; percent increase over mock-subtracted basal signal | activation, % at 10 µM | hit rate 1.5% among 65,000 | AID 560, 2006;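 active means activation above the mean of all tested compounds plus 3 SD, cut at about 49% in these data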;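 further: 0% = DMSO-treated RORA cells and 100% = added signal equal to DMSO minus mock-transfected cells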
# TNAP act DEA: human TNAP enzyme activators, primary screen, biochemical, luminescent, intermediate phosphate acceptor level; purified TNAP, CDP-star luminescence, 100 mM DEA, 30 min; hits give high values; scale: 0 levamisole-inhibited, 1 vehicle-only enzyme; activation factor at 20 µM; 64,000 tested, under 10 active; AID 813, 2007;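 active means activation factor of at least 2 at 20 µM, relative to controls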
# E coli RNAP: E. coli RNAP inhibitors, biochemical; E. coli RNA polymerase, fluorescence transcription assay; inhibition, %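 (tested at 10 µM)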; hit rate 0.2% among 62,000; in the data active means inhibition above about 20%;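 further: 0% = enzyme without compound and 100% = no enzyme blank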
# Target sequence (P0A8V2 whole entry, looked up): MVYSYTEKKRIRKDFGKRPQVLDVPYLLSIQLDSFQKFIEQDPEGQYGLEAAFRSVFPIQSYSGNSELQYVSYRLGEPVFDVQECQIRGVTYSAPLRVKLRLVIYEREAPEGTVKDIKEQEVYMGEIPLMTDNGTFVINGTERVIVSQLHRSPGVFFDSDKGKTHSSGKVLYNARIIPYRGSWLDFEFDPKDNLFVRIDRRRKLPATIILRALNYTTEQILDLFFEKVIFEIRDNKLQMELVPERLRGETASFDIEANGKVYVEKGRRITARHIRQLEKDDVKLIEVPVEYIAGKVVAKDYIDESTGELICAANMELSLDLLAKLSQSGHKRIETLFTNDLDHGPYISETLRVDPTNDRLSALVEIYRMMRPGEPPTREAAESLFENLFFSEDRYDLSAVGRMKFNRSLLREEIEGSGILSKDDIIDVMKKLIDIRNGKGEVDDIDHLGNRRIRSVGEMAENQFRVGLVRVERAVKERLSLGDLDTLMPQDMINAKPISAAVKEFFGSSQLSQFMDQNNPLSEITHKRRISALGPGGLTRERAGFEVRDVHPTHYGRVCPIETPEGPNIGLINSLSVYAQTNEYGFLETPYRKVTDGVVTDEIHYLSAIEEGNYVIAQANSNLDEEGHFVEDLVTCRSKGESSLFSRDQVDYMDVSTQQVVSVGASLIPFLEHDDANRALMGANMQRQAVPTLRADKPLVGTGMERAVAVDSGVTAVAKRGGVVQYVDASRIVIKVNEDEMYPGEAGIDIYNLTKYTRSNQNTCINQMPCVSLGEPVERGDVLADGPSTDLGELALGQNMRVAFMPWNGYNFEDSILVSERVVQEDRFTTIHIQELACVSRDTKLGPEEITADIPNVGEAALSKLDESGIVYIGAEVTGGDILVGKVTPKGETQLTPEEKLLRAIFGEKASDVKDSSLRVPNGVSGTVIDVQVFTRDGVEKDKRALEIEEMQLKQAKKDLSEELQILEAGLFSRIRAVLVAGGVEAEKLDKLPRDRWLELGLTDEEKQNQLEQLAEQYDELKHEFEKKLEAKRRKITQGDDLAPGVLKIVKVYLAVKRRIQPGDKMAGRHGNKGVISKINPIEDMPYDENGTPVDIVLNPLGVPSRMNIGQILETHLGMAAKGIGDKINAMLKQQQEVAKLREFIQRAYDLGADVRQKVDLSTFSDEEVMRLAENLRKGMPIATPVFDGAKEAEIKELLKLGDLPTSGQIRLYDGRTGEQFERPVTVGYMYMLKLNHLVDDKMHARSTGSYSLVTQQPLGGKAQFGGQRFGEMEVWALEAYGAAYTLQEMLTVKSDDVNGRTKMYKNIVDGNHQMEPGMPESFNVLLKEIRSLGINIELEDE
# * marks the source's active call; other numbers are inactive results; nt = no result given; [ ] = another dose, or the depositor's remark.
no.	smiles	SF-1 act	M1 antag	Ecoli tolC	Fluor 339 460	M1 agonist
1	O=C(O)CC1Oc2ccc(Cl)cc2NC1=O (stereo not drawn)	-6	0.43	-6	1.1	0.19
2	CCN(CC(=O)NC1CCS(=O)(=O)C1)c1nc(-c2ccccc2)nc2ccccc12 (stereo not drawn)	-7	-1.7	-26	1.1	1.7
3	Cc1cccc(-n2ncc3c(N(CCO)CCO)ncnc32)c1	19	-0.4	-4	1	-1.8
4	Cc1ccc(-c2nc(CS(=O)CC(=O)NCCN(CC(C)C)CC(C)C)c(C)o2)cc1 (stereo not drawn)	-9	0.33	5	1	0.65
5	CC1(C(=O)NC2CCCCCCC2)CCC(=O)N1CCN1CCOCC1 (stereo not drawn)	6	-1	-9	1	0.017
6	COc1cccc2sc(Nc3nc(-c4ccccn4)cs3)nc12	-96	-0.24	98*	1.3	0.6
7	Cc1ccc(C)c(/C(O)=C2/C(=O)C(=O)N(CCN3CCOCC3)C2c2ccco2)c1 (stereo not drawn)	0	0.017	-5	1.1	-0.52
8	O=C(CSc1nc2ccccc2c(=O)n1-c1ccccc1)NCc1ccco1	17	-1.3	17	1.1	1.6
9	CCOC(=O)C(Oc1ccc(=O)n(-c2ccccc2)n1)C(C)=O (stereo not drawn)	-3	0.043	-9	1.1	-0.014
10	C/C(=N\O)c1ccc2c3ccccc3n(C)c2c1	54*	nt	16	2.7*	nt

no.	NADH enzymes	RORA act	TNAP act DEA	E coli RNAP
1	1%	2	0.9	4
2	5%	-14	1	-1
3	1%	68*	0.9	8
4	5%	10	0.9	9
5	5%	3	1	6
6	4%	-69	1.1	6
7	6%	-4	1	7
8	6%	-14	0.9	8
9	11%	-5	0.9	6
10	10%	45	1.1	6

# (list continues)
no.	smiles	SF-1 act	M1 antag	Ecoli tolC	Fluor 339 460	M1 agonist
11	O=C(NCc1nc2ccccc2[nH]1)c1cccs1	14	-0.4	-4	1.1	-0.29
12	CCCCCCn1c(CN2CCCCC2C)nc2c1c(=O)n(C)c(=O)n2C (stereo not drawn)	-16	0.7	16	1.1	0.96
13	CCCCOc1ccc(Cl)cc1CSc1nncn1N	-13	-0.68	6	1.1	-0.44
14	COc1ccc(CN2C(=O)c3ccccc3C2C(=O)NCC2CCCO2)c(OC)c1 (stereo not drawn)	-2	0.18	-18	1.1	0.017
15	Cc1cnc(C(=O)Nc2ccccc2C(=O)N2CCOCC2)cn1	-2	nt	-14	1.2	nt
16	CCOC(=O)N1CCN(C(=O)c2ccc3nc(N4CCCCC4)sc3c2)CC1	24	0.77	2	1.1	-1.2
17	COc1ccc(-c2oc(/N=C/N3CCOCC3)c(C#N)c2-c2ccc(OC)cc2)cc1	3	0.63	20	0.9	0.57
18	Cc1ccc(Cn2c(=S)[nH]c3ccc(N4CCOCC4)cc3c2=O)o1	1	0.84	0	2.8*	-1.4
19	CC(C)(C)NC(=O)Cn1c(SCC(=O)NC2CCCCC2)nc2ccccc21	-2	0.058	-2	1	0.79
20	CCCOC(=O)c1ccc(NC(=O)C2CCCO2)cc1 (stereo not drawn)	68*	8e-06	13	1.1	-0.035

no.	NADH enzymes	RORA act	TNAP act DEA	E coli RNAP
11	3%	2	0.9	-2
12	5%	-1	nt	nt
13	2%	-9	0.9	nt
14	7%	28	0.9	7
15	2%	9	0.9	7
16	7%	28	0.9	5
17	4%	-4	0.9	6
18	13%	2	0.9	6
19	9%	-2	0.9	-2
20	6%	9	0.9	4

# Reprinted at random: six compounds from above.
no.	smiles	SF-1 act	M1 antag	Ecoli tolC	Fluor 339 460	M1 agonist
13	CCCCOc1ccc(Cl)cc1CSc1nncn1N	-13	-0.68	6	1.1	-0.44
14	COc1ccc(CN2C(=O)c3ccccc3C2C(=O)NCC2CCCO2)c(OC)c1 (stereo not drawn)	-2	0.18	-18	1.1	0.017
19	CC(C)(C)NC(=O)Cn1c(SCC(=O)NC2CCCCC2)nc2ccccc21	-2	0.058	-2	1	0.79
17	COc1ccc(-c2oc(/N=C/N3CCOCC3)c(C#N)c2-c2ccc(OC)cc2)cc1	3	0.63	20	0.9	0.57
11	O=C(NCc1nc2ccccc2[nH]1)c1cccs1	14	-0.4	-4	1.1	-0.29
12	CCCCCCn1c(CN2CCCCC2C)nc2c1c(=O)n(C)c(=O)n2C (stereo not drawn)	-16	0.7	16	1.1	0.96

no.	NADH enzymes	RORA act	TNAP act DEA	E coli RNAP
13	2%	-9	0.9	nt
14	7%	28	0.9	7
19	9%	-2	0.9	-2
17	4%	-4	0.9	6
11	3%	2	0.9	-2
12	5%	-1	nt	nt

# Next section
no.	smiles	SF-1 act	M1 antag	Ecoli tolC	Fluor 339 460	M1 agonist
21	CCOc1ccccc1OCC(=O)Nc1ccc(S(=O)(=O)Nc2nc(C)cc(C)n2)cc1	-15	0.94	8	1.1	2.7
22	CC1CC(C)CN(CC(=O)N2CCc3[nH]c4ccccc4c3C2)C1 (stereo not drawn)	-3	0.19	-7	1.1	-0.94
23	COc1ccc2c(c1)NC1(O)c3ccccc3C(=O)C21O (stereo not drawn)	1	0.00079	-8	1.1	-0.76
24	COc1cccc(N(C(=O)c2ccn[nH]2)C2(C(=O)Nc3c(C)cccc3C)CCCCC2)c1	2	0.27	30	1.1	0.93
25	Cc1c(Cl)cccc1Nc1nc(N)nc(CSCCO)n1	-5	0	4	1.2	0.062
26	CCc1nnc(NC(=O)C2CCN(S(=O)(=O)Cc3ccccc3)CC2)s1	1	-0.19	-1	1.1	0.43
27	O=C(CSc1cccc2cccnc12)NCc1ccco1	-12	0.43	-4	4.9*	0.29
28	COC(=O)c1c(NC(=O)CN2CCN(Cc3ccc4c(c3)OCO4)CC2)sc(C)c1C	-5	0.39	10	1.1	-0.74
29	CCn1c(=O)c(C(=O)Nc2cnccn2)c(O)c2ccccc21	14	0.53	19	1.1	0.35
30	Cc1ccccc1S(=O)(=O)Nc1nc2ccccc2nc1N1CCOCC1	15	-0.036	17	1.1	-0.96

no.	NADH enzymes	RORA act	TNAP act DEA	E coli RNAP
21	9%	-12	0.9	0
22	4%	0	1	-2
23	5%	1	1	1
24	7%	8	2.8*	4
25	4%	-3	0.9	7
26	10%	-7	0.9	10
27	5%[fluoresces]	-6	0.9	9
28	6%	-33	0.9	0
29	6%	-14	0.9	0
30	6%	-8	1	0

# The list continues.
no.	smiles	SF-1 act	M1 antag	Ecoli tolC	Fluor 339 460	M1 agonist
31	CCOc1ccc(-c2nc(CSc3nncs3)cs2)cc1OC	4	0.67	45	1.2	0.18
32	Nc1ncc2c(n1)CC(c1ccco1)CC2=O (stereo not drawn)	16	-0.56	-11	1.1	0.98
33	Cc1cc(=O)cc(C)n1-c1ccccc1N1CCOCC1	11	0.24	-24	1.1	0.74
34	O=c1[nH]c(NCc2ccco2)nnc1Cc1ccccc1Cl	16	0.75	3	1.1	-1.1
35	CN(C)C(=O)c1ccc(NC(=O)c2cccnc2)cc1	32	0.064	7	1.1	0.87
36	CN1C(=O)/C(=C2/C=Cc3ccccc3N2CCCS(=O)(=O)O)SC1=S	-12	1.6	-13	0.99	0.83
37	N#Cc1cccc(C(c2nnnn2Cc2ccccc2)N2CCCC2)c1 (stereo not drawn)	-5	-1.6	25	1.1	-0.84
38	CCc1cccc(NC(=O)Nc2cccs2)c1	32	-0.64	38	1.1	1.5
39	COC(=O)CN(c1ccccc1)S(=O)(=O)c1ccc(F)cc1	-12	0.45	12	1.1	-0.16
40	CSC1=NCCN1C(=O)c1c(-c2ccccc2Cl)noc1C	-4	0.2	-10	1	-0.15

no.	NADH enzymes	RORA act	TNAP act DEA	E coli RNAP
31	3%	2	1	8
32	0%	-10	0.9	2
33	5%	3	0.9	9
34	1%	9	0.9	-9
35	6%	4	0.8	4
36	7%	17	0.6	6
37	3%	-6	0.9	8
38	4%	63*	0.8	7
39	2%	-13	0.9	3
40	3%	9	0.9	8

# Later entries
no.	smiles	SF-1 act	M1 antag	Ecoli tolC	Fluor 339 460	M1 agonist
41	CC(C)Sc1nc2c(cnn2-c2ccccc2)c(=O)[nH]1	3	-0.11	13	1	0.32
42	CC(=O)Nc1ccc(CN2CCN(c3cccc(C(F)(F)F)c3)CC2)cc1	17	0.32	3	1.1	0.34
43	Cc1csc2nc(CNS(=O)(=O)c3ccc4c(c3)OCCO4)cn12	2	-0.18	-16	1	-0.14
44	CC(C)c1ccc(NC(=O)CCNS(=O)(=O)c2cccc3nonc23)cc1	-3	0.011	36	1	0.34
45	CCOc1ccc(-c2nc(C#N)c(NCC(C)C)o2)cc1	-6	-0.37	4	2.4*	-0.39
46	CN(C(=O)CSc1nc(N)nn1-c1ccccc1)c1ccccc1	-15	0.054	5	1.1	-0.68
47	Cc1cc(C)n2nc(SCc3ncc(-c4ccccc4)o3)nc2n1	-2	0.25	20	1.1	-0.61
48	CCOC(=O)C1CCN(c2c(NCCN3CCCCC3C)c(=O)c2=O)CC1 (stereo not drawn)	-3	-1.3	-12	1	-0.69
49	COCCn1c(=O)[nH]c2cc(C(=O)NCc3cccnc3)ccc2c1=O	7	-0.13	5	1.5	-0.61
50	CCc1c(C)nc(N)n2c(SCC(=O)N3CCN(c4ccccc4F)CC3)nnc12	-4	-0.69	-3	1.1	-0.48

no.	NADH enzymes	RORA act	TNAP act DEA	E coli RNAP
41	5%	-18	1	2
42	15%	14	1	-2
43	1%	-5	0.9	5
44	2%	2	0.9	4
45	5%[fluoresces]	4	0.8	nt
46	1%	-12	1	5
47	5%	4	1	5
48	9%	9	1	5
49	11%	-4	0.9	2
50	4%	-3	1	-1

# Next structures.
no.	smiles	SF-1 act	M1 antag	Ecoli tolC	Fluor 339 460	M1 agonist
51	CCCCOn1c(C)c(C(=O)OCC)c2c3no[n+]([O-])c3ccc21	-1	1.9	26	1.1	0.012
52	CCn1ncc(Br)c1C(=O)Nc1cc(C)ccc1F	-7	0.8	4	1.1	0.25
53	Cc1ccc(-n2c(SCc3ccc(C#N)cc3)nnc2-c2ccccn2)cc1	-19	-0.21	14	1.1	-0.96
54	CCOC(=O)c1c(-c2ccccc2)[nH]c2ccc(O)cc12	23	-0.54	59	3.7*	0.068
55	COc1ccc(C(=O)CSc2n[nH]c(-c3ccco3)n2)cc1	3	0.33	29	1.1	-0.5
56	Cc1cc(C)c(C)c(OCC(=O)NCc2nc(-c3ccccc3)no2)c1	-6	0.43	21	1.2	-0.18

no.	NADH enzymes	RORA act	TNAP act DEA	E coli RNAP
51	4%	-16	0.9	-4
52	2%	-5	1	5
53	10%	20	1	-4
54	5%[fluoresces]	-5	1	-1
55	5%	16	0.8	-6
56	5%	-9	0.9	3

# Screens deposited in PubChem by several laboratories.

# This is a random part of the collection. Share with any hit: about 15%.
